High-throughput results from PubChem BioAssay.
bovine MsrA act = activators of bovine methionine sulfoxide reductase A; purified bovine MsrA, absorbance read-out; activation, % at 10.6 µM; 0.3% of 360,000 active; AID 602163; in the data active = activation above about 7.5%;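 note: 0% = vehicle and 100% = reference activator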
Rin1-Abl PPI inh = human Rin1-Abl interaction inhibition; TR-FRET Rin1/Abl binding, biochemical; inhibition, % at 7.35 µM; P00519+Q13671; 0.4% of 360,000 active; in the data active = inhibition above about 5%, passing the limit was not always enough
E coli Lon inh = inhibitors of E. coli Lon protease. purified E. coli Lon protease, fluorescence polarization. 0.42% of 360,000 active. inhibition, % at 7.94 µM. P0A9M0; in the data active = inhibition above about 13%, passing the limit was not always enough;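 note: 0% = enzyme with probe and DMSO and 100% = no enzyme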
MsrA inh = bovine MsrA inhibition | purified bovine MsrA, absorbance read-out | inhibition, % at 15.5 µM | 0.75% of 360,000 active; in the data active = inhibition above about 4.5%;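 note: 0% = vehicle wells with enzyme and 100% = reference inhibitor wells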
Neddylation inh = blocks human cullin neddylation. calls only at 25 µM. TR-FRET cullin neddylation, biochemical. P61081+Q13564. 0.58% of 360,000 active; in the data active = inhibition above about 36%
MT1-MMP act inh = inhibitors of human MT1-MMP activation. 0.061% of 360,000 active. HT1080 RFP-PRO-GFP cells, GFP/RFP ratio fluorescence, overnight; percent of plate control window, DMSO zero. P50281. GFP/RFP ratio change, % at 20 µM;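 active = GFP/RFP ratio change of at least 30% with cell ATP level not reduced by more than half and red fluorescence within 50% of control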; note: strong numbers were not always called active
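Test system: HT1080 cells expressing an RFP-PRO-GFP fluorescent reporter construct / Compound dosing: single-point 20 µM compound, 1% DMSO / Schedule: cells overnight before dosing, compound overnight, 37 °C, 5% CO2 / Evaluation: GFP/RFP fluorescence ratio / Control set: DMSO and RFP-L50D-GFP cell wells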
SKN-1 inh = blocks SKN-1 activity in C. elegans; AID 624304; inhibition, % at 21.8 µM; C. elegans VP596 Pgst-4::GFP/RFP ratio, acrylamide-induced, 24 h; 0.49% of 360,000 active;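 active = interference check ratio from 0.5 to 1.5 plus GFP to RFP signal ratio inhibition reaching or exceeding a fixed threshold, cut at about 30% in these data, passing the limit was not always enough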; note: some compounds called inactive have numbers as strong as hits
FAS-TE inh = FAS thioesterase (human) inhibition; P49327; recombinant FAS-TE, OMFH fluorogenic substrate, fluorescence endpoint; AID 602261; inhibition, % at 15 µM; 0.67% of 360,000 active;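 active = compounds whose normalised, plate-corrected inhibition of enzyme fluorescence in the single-dose primary screen is 50% or more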;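 note: 0% = DMSO with enzyme and 100% = substrate without enzyme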
NRP1-CendR mod = modulators of CendR peptide binding to human neuropilin-1. inhibition, % at 25 µM. O14786. 0.85% of 360,000 active. FAM-RPARPAR peptide binding to NRP-1, fluorescence polarization;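 active = inhibition or corrected inhibition above about 18%, plus a signal ratio from 0.5 to 1.5, limit read from the data, passing the limit was not always enough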; note: strong numbers were not always called active
Target sequence (O14786 whole entry, looked up): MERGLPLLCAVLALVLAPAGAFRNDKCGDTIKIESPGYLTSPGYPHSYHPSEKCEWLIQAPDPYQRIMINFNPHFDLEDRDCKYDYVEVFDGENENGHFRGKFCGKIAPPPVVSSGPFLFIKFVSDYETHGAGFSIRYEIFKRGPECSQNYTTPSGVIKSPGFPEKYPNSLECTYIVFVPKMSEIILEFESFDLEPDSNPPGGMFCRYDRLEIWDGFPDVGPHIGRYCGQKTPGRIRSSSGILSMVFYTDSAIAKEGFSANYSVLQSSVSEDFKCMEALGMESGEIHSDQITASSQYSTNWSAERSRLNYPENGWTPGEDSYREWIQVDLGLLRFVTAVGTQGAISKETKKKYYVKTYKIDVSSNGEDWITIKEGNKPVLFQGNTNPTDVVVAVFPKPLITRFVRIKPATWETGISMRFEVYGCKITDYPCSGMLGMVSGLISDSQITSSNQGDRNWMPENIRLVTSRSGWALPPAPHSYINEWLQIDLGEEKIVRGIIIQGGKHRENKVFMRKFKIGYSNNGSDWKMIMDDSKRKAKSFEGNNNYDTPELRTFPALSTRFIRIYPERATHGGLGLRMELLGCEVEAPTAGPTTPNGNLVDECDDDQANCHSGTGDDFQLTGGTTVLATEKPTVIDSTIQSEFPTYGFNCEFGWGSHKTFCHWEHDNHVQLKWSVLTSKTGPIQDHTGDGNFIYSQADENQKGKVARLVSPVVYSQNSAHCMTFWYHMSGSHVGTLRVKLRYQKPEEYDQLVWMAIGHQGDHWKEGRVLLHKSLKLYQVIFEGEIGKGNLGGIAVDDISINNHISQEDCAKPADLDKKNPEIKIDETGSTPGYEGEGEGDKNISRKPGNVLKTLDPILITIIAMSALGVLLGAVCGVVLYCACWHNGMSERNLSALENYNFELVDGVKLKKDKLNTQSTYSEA
The depositor's hits bear a star; i = inactive; x = not tested or not shown.

nr	canonical_smiles	MsrA inh	SKN-1 inh	E coli Lon inh	NRP1-CendR mod	FAS-TE inh	Neddylation inh	Rin1-Abl PPI inh	bovine MsrA act	MT1-MMP act inh
1	Cc1n[nH]c(C)c1S(=O)(=O)N1CCC(C(=O)N2CCn3c2nc2ccccc23)CC1	1.0	6	-7	-16	-3	i	2	-3	3
2	N#CCCn1cc(/C=C/C(=O)O)c(-c2ccc(F)cc2)n1	-0.8	6	9	4	-5	i	2	-5	-1
3	CC1(C)Cc2c(cnn2-c2ccc(F)cc2)C(NC(=O)c2cnccn2)C1 (configuration not stated)	-0.4	2	10	7	-6	i	-1	-5	-1
4	CCCCN(C)c1ccc([N+](=O)[O-])cc1	-0.7	28	-5	1	6	i	-4	-4	4
5	Cc1cccc2cc(CN(Cc3nnnn3C3CCCC3)C3CCCCC3)c(=O)[nH]c12	0.0	-6	3	2	5	i	-1	-10	-19
6	COc1ccccc1N1CCN(C2CC(=O)N(c3cccc(Br)c3)C2=O)CC1 (configuration not stated)	-0.3	15	-6	4	1	i	0	-1	2
7	Cc1nn(C(=O)c2cccnc2)c(C)c1Sc1ccccc1	-0.9	1	13	7	0	i	0	0	-1
8	CN(C(=O)COC(=O)c1cc([N+](=O)[O-])ccc1Cl)c1ccccc1	0.5	6	-1	-8	52*	i	0	4	-3
9	COc1cc(OC)cc(C(=O)NCCOc2ccccc2)c1	-0.2	10	4	18	-4	i	0	-3	4
10	O=C(O)c1ccccc1C(=O)N1CC=C(c2ccccc2)CC1	0.3	3	8	-11	-7	i	-6	1	-3
11	COC/C=C/C1=CC2=CC(=O)C(C)(OC(=O)c3cnc4ccccc4n3)C(=O)C2=CN1CCCCO (configuration not stated)	3.0	18	10	15	-11	i	-3	-2	2
12	COC(=O)/C=C/c1ccccc1S(=O)(=O)N(Cc1ccccc1)Cc1ccco1	0.6	-5	1	17*	21	i	1	-2	5
13	Cc1cc(C)n(CCN(C)Cc2cn[nH]c2-c2ccc(F)cc2F)n1	1.4	12	-3	-4	-2	i	2	-5	0
14	c1cc2nncn2nc1N1CCCC1	2.0	4	11	3	-5	i	-6	-3	2
15	C/C(=N\NC(=O)CN1CCOCC1)C(C)(C)C	-1.2	-4	-1	1	-7	i	2	0	5
16	Cc1ccc(SCCN2CCN(CCc3ccccc3)CCC2=O)cc1	0.6	8	5	25	6	i	4	-4	4
17	O=C(COC(=O)CNC(=O)c1ccccc1)Nc1ccc(Cl)cc1C(F)(F)F	-0.3	-3	2	14	-6	i	0	-6	3
18	Cc1ccc(Cl)cc1N1C(=O)CC(C)(C)CC1=O	-0.2	10	-10	2	-4	i	7.2*	-1	1
19	c1ccc(CSc2ccc(-c3cccs3)nn2)cc1	-0.7	7	5	22	12	i	-3	-1	1
20	CC1CCN(c2ccc3nnc(CCC(=O)NC(C)C)n3n2)CC1	1.4	1	6	-5	-3	i	-2	-2	-2

Pulled by structure from the entries so far (2):
nr	canonical_smiles	MsrA inh	SKN-1 inh	E coli Lon inh	NRP1-CendR mod	FAS-TE inh	Neddylation inh	Rin1-Abl PPI inh	bovine MsrA act	MT1-MMP act inh
10	O=C(O)c1ccccc1C(=O)N1CC=C(c2ccccc2)CC1	0.3	3	8	-11	-7	i	-6	1	-3
12	COC(=O)/C=C/c1ccccc1S(=O)(=O)N(Cc1ccccc1)Cc1ccco1	0.6	-5	1	17*	21	i	1	-2	5

The results go on.
nr	canonical_smiles	MsrA inh	SKN-1 inh	E coli Lon inh	NRP1-CendR mod	FAS-TE inh	Neddylation inh	Rin1-Abl PPI inh	bovine MsrA act	MT1-MMP act inh
21	O=C(/C=C/c1ccc(Cl)cc1)N(Cc1ccccc1)c1ccccn1	0.2	8	-3	3	37	i	0	-2	-4
22	O=C(NC(Cc1ccccc1)C(=O)N1CCCCC1)c1ccccc1 (configuration not stated)	0.8	7	10	-6	-7	i	-1	-11	2
23	COc1cc(CN2C[C@@H](CO)O[C@@H](n3cnc4c(N5CCN(c6ccccc6)CC5)ncnc43)C2)cc(OC)c1OC	0.1	4	3	37*	-1	i	1	1	5
24	COc1ccccc1C(=O)N(C)CC(=O)Nc1ccc(N2CCOCC2)cc1	0.0	1	7	2	-4	i	-1	-4	-2
25	CSc1ccc(CNC(=O)C2CCC(=O)N(Cc3cccc(F)c3)C2)cc1 (configuration not stated)	-0.5	3	2	2	-2	i	6	-3	-4
26	COc1ccc(CC(=O)NCCCCc2ccccc2)cc1OC	-1.5	-3	-5	5	3	i	-1	-4	4
27	Cc1cc(C(=O)CCC(=O)N2CCN(c3ccccc3O)CC2)c(C)s1	0.0	-3	5	1	4	i	1	1	-1
28	CCn1cc(CN2CCC(C(=O)Nc3cccc(-c4cccc(Cl)c4)c3)CC2)cn1	0.1	22	-13	-10	2	i	5	-4	4
29	CCc1cc(CNC(=O)CC2C(=O)NCCN2Cc2ccccc2C(F)(F)F)on1 (configuration not stated)	-0.1	11	-5	12	-3	i	0	-2	-2
30	CCCCN(CC)CCNC(=O)c1cc2c(-c3ccccc3F)nn(C)c2s1	1.4	-6	1	7	0	x	-4	-7	-1
31	COC(=O)c1ccc(C2OCC(C)(C)CO2)cc1	-1.9	12	-2	-3	1	i	2	-1	5
32	CSc1nc2ccc(NS(=O)(=O)c3ccc(Br)s3)cc2s1	1.7	1	4	-4	16	i	-1	-4	1
33	CC(Nc1ccc(Br)cc1)C(=O)N/N=C/c1ccccc1OCc1ccccc1 (configuration not stated)	-0.9	4	-3	23	26	i	8	-13	x
34	CCOC(=O)c1cnc(SCC(=O)Nc2sc(C)c(C)c2C#N)nc1N	-0.1	19	11	-8	-10	i	-2	0	3
35	Cc1ccc(-c2nc3c4ccccc4ccn3c2Cc2ccccc2C(F)(F)F)cc1	-0.1	2	-11	-24	20	i	x	-3	-8
36	CN1/C(=C\C(=O)c2ccccc2Cl)c2ccccc2CC1(C)C	0.8	-1	1	0	-16	i	-1	-4	0
37	O=c1c2cn[nH]c2[nH]c(=S)n1-c1cccc2ccccc12	-0.6	5	-9	4	-13	i	-26	0	-9
38	COC(=O)c1ccc(CSc2ncnc3c2nnn3-c2ccc(F)cc2)o1	0.0	-4	3	6	-49	i	-4	2	2
39	CCN(C[C@H]1N[C@@](C)(C(=O)OC)[C@H]2C(=O)N(Cc3ccccc3)C(=O)[C@@H]12)C(=O)c1ccc(C)cc1	-0.5	15	-16	-7	-5	i	-1	-4	1
40	Cc1ccc(C(=O)NCC(=O)NCC(=O)OCC(=O)c2ccc(Br)cc2)cc1	-1.3	-5	-12	-2	-11	i	1	-4	-2

Part of the list above in a different format.
Value order: MsrA inh	SKN-1 inh	E coli Lon inh	NRP1-CendR mod	FAS-TE inh	Neddylation inh	Rin1-Abl PPI inh	bovine MsrA act	MT1-MMP act inh
21) O=C(/C=C/c1ccc(Cl)cc1)N(Cc1ccccc1)c1ccccn1
    0.2	8	-3	3	37	i	0	-2	-4
22) O=C(NC(Cc1ccccc1)C(=O)N1CCCCC1)c1ccccc1 (configuration not stated)
    0.8	7	10	-6	-7	i	-1	-11	2
23) COc1cc(CN2C[C@@H](CO)O[C@@H](n3cnc4c(N5CCN(c6ccccc6)CC5)ncnc43)C2)cc(OC)c1OC
    0.1	4	3	37*	-1	i	1	1	5
24) COc1ccccc1C(=O)N(C)CC(=O)Nc1ccc(N2CCOCC2)cc1
    0.0	1	7	2	-4	i	-1	-4	-2
25) CSc1ccc(CNC(=O)C2CCC(=O)N(Cc3cccc(F)c3)C2)cc1 (configuration not stated)
    -0.5	3	2	2	-2	i	6	-3	-4
26) COc1ccc(CC(=O)NCCCCc2ccccc2)cc1OC
    -1.5	-3	-5	5	3	i	-1	-4	4
27) Cc1cc(C(=O)CCC(=O)N2CCN(c3ccccc3O)CC2)c(C)s1
    0.0	-3	5	1	4	i	1	1	-1
28) CCn1cc(CN2CCC(C(=O)Nc3cccc(-c4cccc(Cl)c4)c3)CC2)cn1
    0.1	22	-13	-10	2	i	5	-4	4
29) CCc1cc(CNC(=O)CC2C(=O)NCCN2Cc2ccccc2C(F)(F)F)on1 (configuration not stated)
    -0.1	11	-5	12	-3	i	0	-2	-2
30) CCCCN(CC)CCNC(=O)c1cc2c(-c3ccccc3F)nn(C)c2s1
    1.4	-6	1	7	0	x	-4	-7	-1
31) COC(=O)c1ccc(C2OCC(C)(C)CO2)cc1
    -1.9	12	-2	-3	1	i	2	-1	5
32) CSc1nc2ccc(NS(=O)(=O)c3ccc(Br)s3)cc2s1
    1.7	1	4	-4	16	i	-1	-4	1

Later entries
nr	canonical_smiles	MsrA inh	SKN-1 inh	E coli Lon inh	NRP1-CendR mod	FAS-TE inh	Neddylation inh	Rin1-Abl PPI inh	bovine MsrA act	MT1-MMP act inh
41	CC(=O)Oc1ccc(C(=O)Cc2ccc3ccccc3n2)c(O)c1C	1.2	-9	-19	-90	13	i	-3	-5	-15
42	COC(=O)CN1C(=O)COc2ccc(S(=O)(=O)N3CCCCC3)cc21	0.3	19	10	-14	-6	i	-1	-2	-4
43	CCn1c(=O)cc(OCC(=O)Nc2ccc(OC)c(OC)c2)c2ccccc21	0.8	2	3	8	-9	i	-4	-3	5
44	O=c1c2cc([N+](=O)[O-])cc([N+](=O)[O-])c2[nH]n1-c1ccccc1	1.2	-4	2	15	13	i	0	-2	12
45	COc1ccccc1C(=O)NC(=O)COC(=O)c1nccnc1N	0.4	4	-4	5	-7	x	1	-2	-1
46	COC(=O)N1C(=O)[C@@](Cc2ccccc2)(c2ccccc2)N1C(=O)OC	1.7	11	0	3	11	i	1	0	-1
47	Cc1cccc(N/C(N)=N/c2nc(C)c(Cc3ccccc3)c(=O)[nH]2)c1	0.3	7	-3	9	2	i	-2	1	-4
48	COc1cc(/C=N/N(C)C)ccc1OC(=O)c1ccco1	-0.6	6	2	-12	0	i	1	1	-2
49	Cc1ccc(-n2cnc3cc(NCc4cccs4)ccc32)cc1	-0.1	-23	-4	-4	4	i	0	-11	0
50	O=C(NC1CC2CCCC(C1)N2C(=S)Nc1ccccc1Cl)C1CC1 (configuration not stated)	-1.8	4	0	8	-4	i	-2	1	1
51	Cc1ccc(S(=O)(=O)C2C(=O)N(C)C3(C)CC2c2ccccc2O3)cc1C (configuration not stated)	-0.5	11	9	-8	-2	i	4	1	-4
52	CS(=O)(=O)Nc1cccc(C2=NN(C(=O)CCC(=O)O)C(c3cccs3)C2)c1 (configuration not stated)	-1.0	3	-1	2	-1	i	0	-4	-7
53	CCOC(=O)/C(C#N)=C/Nc1ccccc1NS(=O)(=O)c1ccc(C)c(C)c1	-0.1	8	4	1	-3	i	-4	-3	-1
54	CCOC(=O)CNC(=O)CSc1nc(Cc2cccs2)nc2ccccc12	1.7	18	-3	5	0	i	-5	-1	-5
55	O=C(CCc1ccccc1)N1CCCN(C(=O)CCc2ccccc2)CC1	-0.8	5	-5	-7	-12	i	4	1	-1
56	Cc1cc(C)cc(NC(=O)CCC(=O)Nc2nnc(C(F)(F)F)s2)c1	-0.2	18	4	0	-6	i	1	-1	4
57	CC1Cc2ccccc2N1C(=O)CSc1nccc(=O)[nH]1 (configuration not stated)	-0.5	4	2	-4	-1	i	0	0	4
58	COc1ccccc1N(C)S(=O)(=O)c1ccc(C(=O)Nc2nc(C)c(C(C)=O)s2)cc1	2.1	-2	-8	-13	1	i	-22	-6	-1
59	CCCc1ccc(C(=O)N2CCN(c3ccccc3OCC)CC2)cc1	-0.6	-20	-8	-10	11	i	-1	-6	-11
60	CN1CCN(CCN2CCn3c2nc2ccccc23)CC1	1.8	-9	-3	-1	-3	i	-2	-3	0
